ADAM17 inh: ADAM17 inhibitors, primary screen, biochemical, QFRET; Disintegrin and metalloproteinase domain-containing protein 17 (Homo sapiens), P78536; recombinant ADAM17, EDANS/DABCYL FRET peptide cleavage; inhibition, % at 6.95 µM; 370,000 compounds, 0.83% hits; AID 720648, 2013;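 active means inhibition above the mean of compounds lying between control limits plus 3 SD, set per campaign, cut at about 8.5% in these data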;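 further: 0% = DMSO-only wells as the low control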
Target sequence (P78536 215-824 limits assumed): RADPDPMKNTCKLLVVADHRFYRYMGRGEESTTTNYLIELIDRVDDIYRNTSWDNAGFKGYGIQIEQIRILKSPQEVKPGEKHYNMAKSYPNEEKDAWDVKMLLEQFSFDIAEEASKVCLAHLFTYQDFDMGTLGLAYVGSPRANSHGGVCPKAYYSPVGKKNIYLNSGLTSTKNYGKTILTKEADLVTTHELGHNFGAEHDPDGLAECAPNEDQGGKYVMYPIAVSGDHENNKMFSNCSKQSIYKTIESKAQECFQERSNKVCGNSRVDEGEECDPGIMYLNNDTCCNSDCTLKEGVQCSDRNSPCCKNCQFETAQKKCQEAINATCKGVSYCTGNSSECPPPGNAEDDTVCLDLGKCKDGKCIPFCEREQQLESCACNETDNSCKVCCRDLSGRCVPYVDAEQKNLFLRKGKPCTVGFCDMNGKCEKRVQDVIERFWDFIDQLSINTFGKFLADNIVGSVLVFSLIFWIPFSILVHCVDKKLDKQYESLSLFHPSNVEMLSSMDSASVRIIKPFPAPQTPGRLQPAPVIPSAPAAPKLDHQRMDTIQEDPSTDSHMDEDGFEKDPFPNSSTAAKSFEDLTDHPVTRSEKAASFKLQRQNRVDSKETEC
ADAM10 inh: human ADAM10 inhibitors, primary screen, biochemical, QFRET, HTS. recombinant ADAM10, EDANS/DABCYL FRET peptide cleavage, 3 h. inhibition, % at 7 µM. Disintegrin and metalloproteinase domain-containing protein 10 (Homo sapiens), O14672. AID 720582, 2013. 370,000 compounds, 0.62% hits;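 active means inhibition above a per-campaign cutoff equal to the mean of compounds falling between control-based bounds plus 3 SD, cut at about 20% in these data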;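 further: 0% = DMSO wells while the 100% control is not disclosed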
PG9 binder: binders of HIV-1 gp120 antibody PG9, primary screen, biochemical, TR-FRET. HIV-1 gp120 / PG9 antibody interaction. inhibition, % at 6.7 µM. TR-FRET gp120-PG9 antibody binding. 360,000 compounds, 0.43% hits; in the data active means inhibition above about 8.5%
FXN GAA850 act: FXN promoter activators, primary screen, cell-based, luciferase luminescence, HEK293 lucGAA850; HEK293 lucGAA850 FXN promoter luciferase reporter, 24 h; percent of 10 µM SAHA response; activation, % at 6 µM; 360,000 compounds, 0.56% hits; AID 540364, 2011;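 active means activation above the average of all compounds screened plus 3 SD, cutoff fixed separately per campaign, cut at about 7.5% in these data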;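 further: 0% = DMSO wells and 100% = 10 µM SAHA wells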
DAX1 inh-1: DAX1 (NR0B1) inhibitors, primary screen, cell-based, HEK293, Gal4-DAX1, luciferase luminescence | inhibition, % at 6.75 µM | HEK293 Gal4-DAX1 luciferase reporter | 340,000 compounds, 0.99% hits | AID 504766, 2011 | Nuclear receptor subfamily 0 group B member 1 (Homo sapiens), P51843;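 active means inhibition above the mean over all tested compounds plus 3 SD, cut at about 4.2% in these data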;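 further: 0% = DAX1-transfected cells with DMSO and 100% = empty-vector control cells with DMSO; inhibition shows as a rise in luminescence from relieved DAX1 repression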
Target sequence (P51843 207-470 limits assumed): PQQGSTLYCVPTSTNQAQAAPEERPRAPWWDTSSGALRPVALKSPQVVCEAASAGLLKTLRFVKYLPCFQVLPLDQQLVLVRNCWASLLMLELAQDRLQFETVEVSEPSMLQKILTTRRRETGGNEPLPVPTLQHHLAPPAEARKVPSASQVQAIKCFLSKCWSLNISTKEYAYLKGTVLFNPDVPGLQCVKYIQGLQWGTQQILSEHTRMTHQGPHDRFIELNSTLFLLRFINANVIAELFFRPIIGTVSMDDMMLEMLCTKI
DAX1 inh-2: DAX1 (NR0B1) inhibitors on StAR promoter, primary screen, cell-based, luminescence, SF-1 (NR5A1), full-length DAX-1; inhibition, % at 6.8 µM; AID 652010, 2013; HEK293T StAR-luciferase reporter, SF-1/DAX-1 repression relief; 370,000 compounds, 1.1% hits;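 active means inhibition above the mean over all tested compounds plus 3 SD, cut at about 3.6% in these data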;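 further: 0% = DAX-1 cells with DMSO and 100% = cells lacking DAX-1 with DMSO; higher inhibition means more luminescence from relief of DAX-1 repression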
ssDAF12 agonist: S. stercoralis DAF-12 nuclear receptor activators, primary screen, cell-based, luminescence, HEK293, GRIP1 co-expression, lit1-tk-luc. Nuclear hormone receptor DAF-12 (Strongyloides stercoralis). HEK293 ssDAF-12/GRIP1 lit1-tk-luc reporter; % of 3 µM dafachronic acid response. activation, % at 6.8 µM. 370,000 compounds, 1% hits;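 active means activation above the mean over all tested compounds plus 3 SD, cut at about 0.9% in these data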;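 further: 0% = DMSO-only wells and 100% = 3 µM delta7-dafachronic acid wells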
hcDAF-12 act: H. contortus DAF-12 nuclear receptor activators, primary screen, cell-based, luminescence, HEK293, lit1-tk-luc reporter | HEK293 hcDAF-12 lit1-tk-luc reporter; 0% DMSO, 100% Δ7-dafachronic acid | activation, % at 6.8 µM | 370,000 compounds, 1.4% hits;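 active means activation above the mean of all tested compounds plus 3 SD, cut at about 5.5% in these data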;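 further: 100% = response to 3 µM Δ7-dafachronic acid high control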
NPR1 activator: GC-A stimulated cGMP production enhancers – HEK293 GC-A cells, cGMP TR-FRET, EC30 ANP, primary screen | Atrial natriuretic peptide receptor 1 (Homo sapiens), P16066 | 0% at EC30 ANP, 100% saturating ANP | activation, % at 10 µM | 370,000 compounds, 0.14% hits; in the data active means activation above about 40%
hgDAF-12 ag: H. glycines DAF-12 receptor agonists, primary screen, cell-based, luminescence, HEK293, GAL4 fusion, UAS-luciferase. activation, % at 6.8 µM. 370,000 compounds, 1.8% hits. HEK293 GAL4-hgDAF12 UAS-luciferase reporter, agonist luminescence; normalized to butyrate control. AID 687014, 2013. Nuclear hormone receptor DAF-12 (Heterodera glycines), GAL4 fusion;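 active means activation above a cutoff set at the mean of all screened compounds plus 3 SD, cut at about 10% in these data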;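 further: 0% = DMSO wells and 100% = sodium butyrate wells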
SMARCA2 activ: SMARCA2 (BRM) function activators, primary screen, cell-based, luminescence, high throughput | 370,000 compounds, 1% hits | activation, % at 9.1 µM | MG213 cells, MMTV-luciferase reporter, dexamethasone, overnight | AID 652017, 2013; in the data active means activation above about 7.8%;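 further: 0% = vehicle wells and 100% = reference activator wells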
Active calls of the source: *; i = inactive; nt = not tested or not shown.

Start of the listing, in advance, 5 compounds:
SMILES	ADAM17 inh	ADAM10 inh	PG9 binder	FXN GAA850 act	DAX1 inh-1	DAX1 inh-2	ssDAF12 agonist	hcDAF-12 act	NPR1 activator	hgDAF-12 ag	SMARCA2 activ
O=C(NCCSc1ncc(-c2ccccc2)[nH]1)c1ccco1	-0.3	-1.5	-0.2	3.2	0.2	0.8	-1.0	1.1	-1.9	1.9	1.5
CCCCCCCCCC(=O)N[C@@H]1c2cc(OC)c(OC)cc2C[C@H]1O	-2.6	-16.4	0.9	1.1	-1.7	-0.2	-1.4	-2.2	-0.1	0.0	-6.3
Cn1nc(CC(=O)NCc2ccc(C(F)(F)F)cc2)c2ccccc2c1=O	-5.3	5.5	0.7	-0.7	-3.4	-2.1	-1.4	-3.4	5.0	-3.9	-4.2
COCC(=O)Nc1nnc(-c2ccc(C(C)(C)C)cc2)s1	-0.6	0.9	0.9	8.3*	4.0	4.8*	-0.3	10.3*	-0.5	19.1*	2.4
Cc1ccc(S(=O)(=O)NNc2c3ccccc3nc3ccc(Cl)cc23)cc1	-130.4	i	-20.3	5.4	-0.7	0.0	-1.5	-1.5	0.4	-3.3	-5.3

All compounds of this part, repeating the preview:
SMILES	ADAM17 inh	ADAM10 inh	PG9 binder	FXN GAA850 act	DAX1 inh-1	DAX1 inh-2	ssDAF12 agonist	hcDAF-12 act	NPR1 activator	hgDAF-12 ag	SMARCA2 activ
O=C(NCCSc1ncc(-c2ccccc2)[nH]1)c1ccco1	-0.3	-1.5	-0.2	3.2	0.2	0.8	-1.0	1.1	-1.9	1.9	1.5
CCCCCCCCCC(=O)N[C@@H]1c2cc(OC)c(OC)cc2C[C@H]1O	-2.6	-16.4	0.9	1.1	-1.7	-0.2	-1.4	-2.2	-0.1	0.0	-6.3
Cn1nc(CC(=O)NCc2ccc(C(F)(F)F)cc2)c2ccccc2c1=O	-5.3	5.5	0.7	-0.7	-3.4	-2.1	-1.4	-3.4	5.0	-3.9	-4.2
COCC(=O)Nc1nnc(-c2ccc(C(C)(C)C)cc2)s1	-0.6	0.9	0.9	8.3*	4.0	4.8*	-0.3	10.3*	-0.5	19.1*	2.4
Cc1ccc(S(=O)(=O)NNc2c3ccccc3nc3ccc(Cl)cc23)cc1	-130.4	i	-20.3	5.4	-0.7	0.0	-1.5	-1.5	0.4	-3.3	-5.3
CCC(=O)N(C(=O)CC)N1CCN(c2ccncc2S(=O)(=O)N2CCCCC2)CC1	-3.6	3.2	-1.9	-1.3	1.1	0.2	-0.5	-0.9	-1.1	1.1	1.0
Cc1ccccc1NC(=O)COc1ccc2oc(=O)cc(C)c2c1	-22.1	-60.9	-2.4	-0.5	-0.4	-0.3	-1.6	-2.1	0.3	-0.7	-3.0
O=C(/C=C/c1ccccc1)Nc1nnc(SCC(=O)c2ccc3ccccc3c2)s1	-1.9	3.3	-0.5	3.6	-0.1	0.2	-0.8	3.1	-2.3	3.0	0.4
N=c1c(S(=O)(=O)c2ccc(Br)cc2)cc2c(=O)n3ccccc3nc2n1CCN1CCOCC1	-257.4	i	-0.8	2.9	0.8	1.3	-2.0	-0.7	5.4	1.0	1.0
COc1cccc(OCc2ccc(Cn3nc(NC(=O)NCCc4ccc(OC)c(OC)c4)c4ccccc43)cc2)c1	-2.4	-18.2	0.9	-0.4	nt	-0.1	2.2*	5.8*	-3.7	2.0	-0.4
COc1ccc([N+](=O)[O-])cc1N1C(=O)c2cccnc2C1=O	2.3	5.8	-1.2	0.1	1.1	0.2	-0.9	-1.8	-3.3	1.7	-3.2
Cc1ccc(C(=O)Nc2ccccc2C(=O)NC(Cc2ccccc2)C(=O)O)cc1 (centres undefined)	-1.5	1.8	-2.4	0.4	0.4	0.3	-1.1	-1.0	-7.0	3.1	4.0
CCN1CCN(C(CNS(=O)(=O)c2ccccc2)c2ccccc2)CC1 (centres undefined)	1.7	-7.7	-2.7	0.1	0.9	0.8	-0.9	-1.6	-3.2	-1.5	-3.9
O=C(O)CCCC(=O)NCCc1cccc(Cl)c1	-4.3	-5.1	2.1	0.7	-0.2	0.8	-0.3	-0.9	1.3	-0.8	-7.2
S=C1SCCN1Cc1ccccc1	-4.8	-4.4	1.9	0.6	0.9	-0.4	-1.4	-0.5	2.4	0.1	-3.3
O=C(NCc1ccco1)C(c1cccs1)N(C(=O)C1COc2ccccc2O1)c1cccc(O)c1 (centres undefined)	2.5	14.4	-0.7	-4.0	-1.1	-0.7	-1.3	-2.1	-27.4	-1.5	1.2
CN(Cc1c(C(=O)N/N=C/c2cccs2)nnn1-c1nonc1N)c1ccccc1	5.0	15.8	-0.1	0.0	0.1	1.9	0.4	0.0	0.5	0.2	1.7
CCOc1ccc(/C=C/C2=NNC(=O)CC2)cc1	-3.4	-2.6	-7.1	3.7	0.9	0.6	-1.7	1.9	-0.7	11.4*	-0.8
COc1ccc(C(=O)COC(=O)CNC(=O)c2cccc(OC(F)F)c2)cc1	3.0	-1.6	-2.4	0.1	0.1	-0.7	-1.4	1.4	-0.8	-0.4	2.1
CCC(CC)C(=O)c1c[nH]c(C(=O)N2CCN(c3ccc(OC)cc3)CC2)c1	-4.7	0.5	0.5	0.8	0.6	-1.2	-1.7	-0.1	-2.3	0.4	-2.0
Cc1ccc(Sc2nc(-c3ccccc3)ccc2C#N)cc1	-3.1	-1.1	0.4	-1.7	3.0	-0.3	-0.8	-0.1	0.5	-0.7	-1.6
O=C(O)C1CC(Br)C(Br)CC1C(=O)O (centres undefined)	0.6	-1.2	0.2	-0.2	1.1	0.8	-0.3	-0.2	-0.1	1.2	4.0
CCOc1ccccc1C(=O)NCC(=O)OCCOc1cccc(Cl)c1	3.3	4.0	0.6	2.6	-0.2	-0.2	-1.1	-3.0	-2.0	0.3	0.1
CC(C)(C)c1nnc(NC(=O)c2ccc3c(c2)OCO3)s1	-3.5	-1.5	1.3	5.4	2.5	2.0	0.1	4.2	6.0	9.6	10.4*
COc1cccc(C2SCC(=O)N2c2cccc(C)c2)c1OC (centres undefined)	-2.5	1.2	-2.1	0.2	1.3	-0.8	-1.6	1.7	-13.3	-2.9	-2.2
C[C@H](NC(=O)OC(C)(C)C)c1nnc(SCC(N)=O)o1	0.4	6.0	-1.2	-2.0	2.1	-0.7	-1.4	-0.3	4.3	-0.7	4.8
CCC(C)(C)n1nnnc1C(C(C)C)N1CCSCC1 (centres undefined)	-1.6	2.7	0.0	2.9	0.1	0.4	-1.0	-0.4	0.7	-0.6	0.1
Cc1ccc(NS(=O)(=O)c2ccccc2[N+](=O)[O-])cc1C	-5.0	3.2	-2.5	1.6	-0.4	-0.3	-1.3	0.8	0.4	-2.5	2.9
Cc1ccc(NC(=O)CN2CCC(C(=O)c3ccc4c(c3)OCCO4)CC2)cc1	-10.1	-6.3	-0.8	0.9	-0.1	-0.2	-0.5	-2.0	4.9	2.0	-5.7
O=C(Nc1ccccc1C(=O)Nc1ccncc1)c1ccccc1	0.3	8.1	0.5	0.0	-0.8	-0.4	-1.4	-1.3	-5.0	2.9	-1.5
Cc1cccc(C)c1Nc1c(-c2ccccn2)nc2ccccn12	-8.7	-10.8	1.3	-14.0	1.7	0.1	-1.9	-2.2	-4.6	-1.8	-4.4
COc1cc(CCC(=O)NNC(=O)c2ccc(Cl)cc2)cc(OC)c1OC	0.4	-0.3	1.6	1.2	1.2	0.3	-0.4	-0.6	-1.0	1.9	-1.4
CCCCC1(C)NC(=S)N2N1C(=S)NC2(C)CCCC (centres undefined)	0.2	14.8	-2.9	-0.5	nt	0.5	-1.4	-1.6	-5.2	3.2	-1.8
CCOc1ccc(-c2cc(C(=O)OC)nc3c2c(=O)n(C)c(=O)n3C)cc1	-181.0	i	0.6	1.0	0.7	1.4	-2.0	0.5	1.4	1.2	1.2
CCOc1ccccc1OCC(=O)Oc1ccc(C)c(C)c1	-1.6	2.2	-3.0	-0.2	0.5	-0.2	-0.2	-1.5	-5.6	1.6	2.3
CC(C)Cn1cnc2c(SCc3ccc(Cl)cc3)nc(N)nc21	4.7	1.3	-1.0	6.0	-0.9	-0.5	-1.6	-3.6	6.8	-4.2	-1.3
C[C@H]1CN([C@@H](C)CO)C(=O)CCCn2nncc2CO[C@H]1CN(C)C(=O)Nc1ccnc(N2CCOCC2)c1	3.7	3.5	0.5	-2.0	0.1	1.3	-0.6	-1.1	3.9	-1.4	-2.3
CCC(=O)N1CCc2cc(S(=O)(=O)Nc3ccccc3C)ccc21	-3.4	0.3	-2.3	1.7	-0.8	0.2	-0.8	-2.8	1.2	0.3	-0.2
CC1CCN(CCCn2c(=S)[nH]c3ccc(N4CCOCC4)cc3c2=O)CC1	-30.2	-115.2	0.7	0.6	3.3	0.8	-1.0	-0.1	-4.8	-1.9	-3.0
CCCCOC(=O)Nc1ccc(S(=O)(=O)Nc2ccc([N+](=O)[O-])cc2)cc1	2.5	11.2	-1.3	-2.0	0.3	-0.1	-0.7	1.5	-7.5	0.7	1.2
COc1ccc(NC(=O)CSc2ccc3c4c(cccc24)C(=O)c2ccccc2-3)cc1	0.0	-1.5	-3.2	-0.7	0.0	0.8	-1.0	-1.4	-1.2	1.7	-2.0
CCc1ccc(/C=C/c2c([N+](=O)[O-])c(=O)n(C)c(=O)n2C)cc1	2.5	-4.2	-0.8	-1.6	-3.0	-1.9	-1.1	-1.5	4.7	-2.0	-0.7
O=C(CNS(=O)(=O)c1ccccc1Br)OCC(=O)N1CCc2ccccc21	-2.0	-3.0	2.4	0.0	1.4	0.7	-1.3	0.1	-1.9	-0.5	-5.0

Bioassay records as filed in PubChem BioAssay.

An unsorted share of the library. Share with any hit: about 6.8%.
